GLP1R ag – agonists of human GLP-1 receptor. Potency, µM (highest dose often 45.6 µM), without a hit: at the top dose activation, hits mostly activators. 0.007% of 380,000 active. AID 624172. HEK293 GLP-1R CRE-luciferase, luminescence, 4-6 h; cells express a hypersensitive GLP-1R form. P43220; note: % of control where 0% means no effect
Target sequence (P43220 whole entry, looked up): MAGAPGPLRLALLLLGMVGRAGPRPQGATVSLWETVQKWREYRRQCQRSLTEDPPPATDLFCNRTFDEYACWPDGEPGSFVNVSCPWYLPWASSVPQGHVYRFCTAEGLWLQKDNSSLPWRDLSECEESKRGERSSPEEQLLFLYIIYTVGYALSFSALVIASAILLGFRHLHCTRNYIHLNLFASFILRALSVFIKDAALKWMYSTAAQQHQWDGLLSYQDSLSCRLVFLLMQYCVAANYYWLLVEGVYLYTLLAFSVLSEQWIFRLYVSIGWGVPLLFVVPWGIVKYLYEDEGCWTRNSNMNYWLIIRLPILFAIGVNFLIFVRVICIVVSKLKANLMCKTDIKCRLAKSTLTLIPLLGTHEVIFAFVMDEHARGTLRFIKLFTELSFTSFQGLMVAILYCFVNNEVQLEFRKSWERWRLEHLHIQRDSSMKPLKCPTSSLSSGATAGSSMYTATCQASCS
KB-3-1 tox – KB-3-1 parental cell cytotoxicity | KB-3-1 viability, CellTiter-Glo ATP luminescence, 72 h | Potency, µM (doses to about 46.1 µM), for the others: top-dose activity change, negative = cytotoxic, usual class: cytotoxic | 1.4% of 400,000 active | AID 1347075; note: % is set by controls: 0 for no effect and ±100 for the full control effect; nearly all actives have a fitted effect of over 60% in size
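Using CellTiter-Glo luminescence, growth of non-resistant KB-3-1 adenocarcinoma cells is assessed 72 h after pin-tool compound addition at 37 °C. Normalized responses across the concentration series yield fitted curves.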
TDP43 rescue – inhibitors of TDP-43 toxicity in yeast | Potency, µM (series often up to 46.1 µM), without a hit: at the highest dose growth rescue (activation), usual class: activators | AID 652104 | 1.8% of 410,000 active | TDP-43 expressing yeast growth rescue, BacTiter-Glo, 24 h; note: % of control where 0% means no effect; nearly all actives have a fitted effect of over 50% in size
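Readout is BacTiter-Glo luminescence of cell growth, so inhibitors register as activators. TDP-43-expressing yeast at OD600=0.02 in galactose medium, after raffinose pregrowth to mid-log, were incubated with compound for 24 hr at 30 deg C.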
HT1080 IDH1KD tx – toxicity to HT-1080 IDH1 knockdown cells (counter line); Potency, µM (doses to about 46.1 µM), inactives show top-dose activity, negative = toxicity, usual class: cytotoxic; HT-1080 IDH1 knockdown viability, ATP luminescence, 48 h; 2% of 360,000 active;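 note: 0% = DMSO wells and -100% = cell-free medium wells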
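Assay cells: HT-1080 with IDH1 knockdown, 750 per well, RPMI/5% FBS. Exposure: 48 h at 37 °C following 2 h pre-incubation. Read: CellTiter-Glo luminescence; fitted concentration-response, curve class assigned.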
SW480 rereplic – inducers of DNA re-replication in SW480 colon cancer cells | Potency, µM (titrated, usually from 46.1 µM), for the others: at the top dose re-replication activation, actives largely listed as activators | 1.8% of 340,000 active | AID 624297 | SW480 DNA re-replication, Hoechst DNA content imaging, 48 h; note: % of control where 0% means no effect; nearly all actives have a fitted effect of over 55% in size
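250 cells/well; 23 nL cpd via pin tool; 48 hr, 37 C, 5% CO2; Hoechst 40 min; imager read of total nuclear intensity, ex 405/em 500-530 nm.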
HT1080-NT tox – kills 2HG-producing HT-1080-NT fibrosarcoma cells; AID 686970; Potency, µM (titrated, usually from 46.1 µM), without a hit: top-dose activity, negative = less viability, hits mostly cytotoxic; 1.6% of 360,000 active; HT-1080-NT fibrosarcoma viability, CellTiter-Glo ATP luminescence, 48 h;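 note: NT is the 2HG producing partner of a matched IDH1 knockdown line; 0% = DMSO-treated cells and -100% = media-only wells without cells; nearly all actives have a fitted effect of over 55% in size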
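Viability of the 2HG-overproducing fibrosarcoma line after 48 hours of compound exposure at 37 degrees C was determined by luminescence with CellTiter-Glo, and concentration-effect curves were then fitted and categorized.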
HEK293 tox – cytotoxic in the GLP-1 receptor inverse agonist counter-screen; HEK293 cAMP-luciferase reporter cells, luminescence, 24 h; Potency, µM (top dose mostly 38.3 µM), for the others: at the highest dose activity change, negative = inhibition, actives largely listed as inhibitors; 0.13% of 410,000 active;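 note: loss of luciferase light is scored as toxicity; % is set by controls: 0 for no effect and ±100 for the full control effect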
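Luminescence readout: signal drop marks cytotoxicity. Plated cells grew 12 h at 37 °C, 5% CO2, received 23 nL compound for 24 h, then got luciferase reagent, read after 12 min at RT.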
KB-V1 cytotox – kills drug-selected multidrug resistant KB-V1 cells | KB-V1 MDR cells viability, CellTiter-Glo, 72 h | Potency, µM (top dose mostly 46.1 µM), for the others: at the highest dose activity change, negative = cytotoxicity, usual class: cytotoxic | 3.4% of 400,000 active; note: % is set by controls: 0 for no effect and ±100 for the full control effect; nearly all actives have a fitted effect of over 60% in size
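Drug-selected KB-V1 cells, grown in DMEM lacking phenol red with 10% FBS, receive compound titrations; after three days at 37 degrees C, surviving cell ATP is quantified by CellTiter-Glo luminescence and responses normalized and curve-fitted.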
GLP1R inv ag – acts as inverse agonist at human GLP-1 receptor | P43220 | HEK293 GLP-1R CRE-luciferase, luminescence, 24 h; GLP-1R form is constitutively active | Potency, µM (titrated, usually from 38.3 µM), without a hit: at the highest dose activity change, negative = inhibition, hits mostly inhibitors | 1.6% of 410,000 active | AID 624417; note: % is set by controls: 0 for no effect and ±100 for the full control effect; nearly all actives have a fitted effect of over 55% in size
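Luminescence readout: a drop in cAMP-driven luciferase signal flags inverse agonism at a constitutively active GLP-1R stably expressed in HEK293. Compound exposure lasted 24 hr at 37 deg C, 5% CO2.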
Starred values were filed as active, the others as inactive; u = inconclusive; x = not tested or not shown; [ ] = remark or other dose. Calls come from the whole dose curve; as a rule, active = well fitted curve in the direction sought with a large enough effect; inconclusive = small, poorly fitted or top-dose-only effect, or another doubt; inactive = no such curve, though single readings can be large; an effect the other way counts as inactive or inconclusive. Potency is the fitted concentration of half-maximal effect. The order is random; any-hit rate near 9.4%.

mol,HEK293 tox,HT1080 IDH1KD tx,KB-V1 cytotox,HT1080-NT tox,GLP1R ag,SW480 rereplic,GLP1R inv ag,KB-3-1 tox,TDP43 rescue
CN1OC2C(=O)N(c3ccccc3)C(=O)C2C1c1ccc(F)cc1 (centres undefined),-12%,-9%,-7%,-2%,-11%,-2%,-2%,0%,-10%
CCOC(=O)Nc1c(Cl)[nH]c(=O)n(C)c1=O,17%,20%,1%,9%,-10%,-4%,-2%,-15%,u
Cc1oc(-c2ccccc2F)nc1CS(=O)CC(=O)NCc1cccs1 (centres undefined),5%,0%,-12%,-8%,0%,-2%,10%,4%,1%
CCCNc1nc(C)cc(-c2cc(C(=O)Nc3ccccc3)on2)n1,13%,2%,-6%,1%,16%,2%,27%,-3%,23%
O=C1CC(N2CCN(c3ccccc3F)CC2)C(=O)N1c1ccc2c(c1)OCCO2 (centres undefined),-2%,20%,14%,14%,-9%,-21%,11%,-4%,u
CC/C=C/C(=O)N1CC2(CC(c3cccc(NC(=O)c4ccccc4)c3)=NO2)C[C@@H]1C(N)=O (some centres undefined),-8%,8%,41%,3%,5%,0%,-6%,17%,18%
CCOc1ccc(NC(=O)CSC2=Nc3ccccc3C3=NC(Cc4ccccc4)C(=O)N23)cc1 (centres undefined),-2%,x,-5%,x,x,x,13%,-23%,2%
Cn1c(SCC(=O)c2ccccc2)nnc1-c1ccncc1,-1%,22%,-8%,14%,1%,-17%,-1%,14%,4%[9.22 µM]
CC(=O)N1CCCC1C(=O)O (centres undefined),-24%,-11%,18%,-5%,-20%,u,-80%,0%,-13%
COc1ccc(/C=C/C(=O)NC2CC3CCC2C3)cc1 (centres undefined),-1%,5%,22%,4%,3%,0%,-27%,u,28%
Cc1ccc(Cl)cc1NC(=O)CSc1nc2c(c(=O)[nH]1)CN(Cc1ccccc1)CC2,-9%,x,1%,x,x,x,-12%,4%,12%
O=C(NCC(c1cccnc1)N1CCN(c2ccccc2F)CC1)OCc1ccccc1 (centres undefined),-9%,u,-33%,-2%,2%,2%,u,-10%,-4%
CCOC(=O)[C@]12CCC=C1N(Cc1cccc3ccccc13)C(=O)[C@H](CC(=O)N1CCSCC1)C2,4%,-22%,u,u,3%,x,u,5%,3%
CN(C)CC(C)(C)CNC(=O)C1CCN(Cc2ccccc2O)CC1,u,0%,17%,-6%,0%,-9%,-23%,-3%,10%
Cc1ccc(C(=O)O)cc1NC(=S)NC(=O)Cc1ccccc1,12%,-1%,7%,-7%,5%,-2%,-18%,-3%,-8%
COc1ccc(CNC(=O)CSc2nnc3c(n2)[nH]c2ccc(OC)cc23)cc1,-2%,-5%,-1%,4%,1%,-7%,2%,14%,11%
O=C(CN1C(=O)CC(c2ccccc2)Sc2ccccc21)NCC1CCCO1 (centres undefined),-11%,3%,-3%,8%,2%,-15%,6%,-5%,13%
NC(=O)C1(NC(=O)[C@@H]2CC3(CC(c4cccc(NC(=O)[C@@H]5CCC(=O)N5)c4)=NO3)CN2C(=O)Cc2ccc(C(F)(F)F)cc2)CC1 (some centres undefined),17%,0%,4%,0%,3%,1%,27%,12%,-4%
COc1ccccc1CNC(=O)C1CCCN(S(=O)(=O)c2ccc3c(c2)CCCN3C(C)=O)C1 (centres undefined),1%,x,-20%,x,x,x,13%,u,-4%
Cc1ccc(NC(=O)OCc2cn(-c3ccc(Cl)cc3)nn2)cc1,61%[activator],-1%,u,-1%,0%,-5%,-12%,3%,-9%
Brc1ccc(Nc2nc(-c3cccnc3)cs2)cc1,-1%,-26%,u,-18%,17%,5%,u,4%,11µM*
COCCSc1nnc(NS(=O)(=O)c2ccc(F)cc2)s1,-9%,8%,9%,-4%,10%,-1%,-5%,15%,14%
CCCCNC(=S)N(CCCN(C)C)Cc1cc2cc3c(cc2[nH]c1=O)OCO3,13%,2%,8%,-4%,10%,0%,-5%,-1%,23%
Cc1nc(SCC(=O)NC(=O)NC(C)(C)C)nc(C)c1C,-6%,8%,-3%,7%,-1%,-1%,16%,7%,19%
Cc1cccc(OCc2nnc(SCC(=O)c3ccccc3)o2)c1,-10%,2%,-12%,-2%,4%,-2%,u,-5%,13µM*
CC(C)C(c1nnnn1Cc1cccs1)N1CCN(C(=O)c2ccco2)CC1 (centres undefined),11%,2%,u,-1%,12%,-19%,0%,-1%,-10%
CC1=C(C(=O)OCCBr)C(c2cccc3ccccc23)NC(=O)N1 (centres undefined),-5%,14%,9%,4%,-1%,-41%[inhibitor],10%,8%,-2%
O=C(O)c1cc(N2C(=O)C3C4C=CC(C4)C3C2=O)ccc1NCc1cccnc1 (centres undefined),8%,9%,9%,13%,-7%,1%,-6%,5%,3%
Cc1cccc(C)c1NC1=C(Cl)C(=O)OC1OC(=O)c1ccccc1 (centres undefined),-8%[7.66 µM],-28%,19%,-17%,3%,4%,-11%[7.66 µM],-2%,22%[9.22 µM]
CS(=O)(=O)c1[nH]nc(-c2ccccc2)c1C#N,-16%,-1%,23%,6%,3%,1%,10%,-2%,6%
CN1CCC(OC(=O)COc2ccc(C(C)(C)C)cc2)CC1,-29%,-6%,0%,28%,-2%,-11%,-9%,19%,-21%
CC1(C)Cc2c(cnn2-c2ccccc2)C(NC(=O)CCCn2cncn2)C1 (centres undefined),15%,-15%,u,-8%,0%,-46%[inhibitor],35%[activator],5%,0%
Cc1cc(NC(=O)C2CCCN(S(=O)(=O)c3cccc4nsnc34)C2)ccc1Br (centres undefined),3%,x,-7%,x,0%,x,11%,0%,u
N#CC1=C(N)Oc2n[nH]c(-c3cccs3)c2C1c1cccs1 (centres undefined),-12%,-2%,13%,1%,-9%,-5%,10%,11%,-15%
CN(Cc1nc(-c2ccccc2)no1)C(=O)c1ccco1,-16%,3%,8%,16%,3%,-9%,11%,-3%,-11%
CCN(c1ccccc1)S(=O)(=O)c1ccc(C(=O)Nc2ccccn2)cc1,-20%,1%,u,-3%,1%,0%,-64%,u,-24%
Cc1onc(-c2c(F)cccc2Cl)c1C(=O)NCc1ccc2c(c1)OCO2,19%,2%,x,1%,-1%,-3%,-21%,x,-1%
CC(C)(C)c1ccc(Oc2ccc(NC(=O)CCC(=O)OCC(=O)c3ccccc3)cc2)cc1,1%,x,0%,x,x,x,-6%,-2%,u
CC(=O)c1c(C)[nH]c(C(=O)OCc2cc(-c3ccco3)on2)c1C,0%,-7%,-5%,-1%,16%,5%,4%,4%,3%
Cc1nn(CCCC(=O)NCc2ccc(F)cc2)c(=O)c2c1sc1ccccc12,-8%,x,4%,x,x,x,1%,0%,16%
Cc1ccc(N(C(=O)CNC(=O)c2ccco2)C(C(=O)NCC2CCCO2)c2ccccc2)c(C)c1 (centres undefined),-19%,4%,-21%,0%,1%,3%,u,-4%,8%
CCNc1nnc(SCC(=O)c2c(N)n(C3CC3)c(=O)[nH]c2=O)s1,1%,-1%,10%,-1%,-3%,3%,-12%,5%,-1%
COc1ccc(NC(=O)c2ccccc2NC(=O)CSc2ccc(Cl)cc2)cc1,-7%,3%,-3%,2%,-12%,18%,-1%,-3%,11%
Cn1c(=O)c(=O)n(C)c2cc(S(=O)(=O)N3CCN(C4CCCCC4)CC3)ccc21,-19%,1%,-6%,0%,12%,-3%,13%,-10%,14%
Cc1c(N(C(=O)c2ccccn2)C2(C(=O)NC3CCCC3)CCCCC2)c(=O)n(-c2ccccc2)n1C,17%,14%,5%,8%,0%,-2%,15%,14%,6%
Cc1nn(-c2ccc(F)cc2)c(Cl)c1C(=O)OC(C)C(=O)N(C)C1CCCCC1 (centres undefined),-7%,-12%,4%,-12%,-5%,-2%,5µM*,u,u
COc1ccc(N2CCN(C(=O)c3cccc(S(=O)(=O)N4CCOCC4)c3)CC2)cc1,3%,11%,u,-1%[9.24 µM],-2%,-6%,17%,-4%,10%
CC(C)(C)NC(=O)C(c1ccncc1)N(Cc1cccs1)C(=O)Cn1nnc(-c2ccc(F)cc2)n1 (centres undefined),-15%,u,-14%,u,1%,20%,u,-21%,6%
NNC(=O)c1ccccc1CO,1%,-7%,-11%,1%,-3%,-36%[inhibitor],5%,0%,21%

Shown with two lines to a compound: four of the compounds above
Fields – HEK293 tox | HT1080 IDH1KD tx | KB-V1 cytotox | HT1080-NT tox | GLP1R ag | SW480 rereplic | GLP1R inv ag | KB-3-1 tox | TDP43 rescue
- CC(=O)c1c(C)[nH]c(C(=O)OCc2cc(-c3ccco3)on2)c1C
→ 0% | -7% | -5% | -1% | 16% | 5% | 4% | 4% | 3%
- Cc1nn(CCCC(=O)NCc2ccc(F)cc2)c(=O)c2c1sc1ccccc12
→ -8% | x | 4% | x | x | x | 1% | 0% | 16%
- Cc1ccc(N(C(=O)CNC(=O)c2ccco2)C(C(=O)NCC2CCCO2)c2ccccc2)c(C)c1 (centres undefined)
→ -19% | 4% | -21% | 0% | 1% | 3% | u | -4% | 8%
- CCNc1nnc(SCC(=O)c2c(N)n(C3CC3)c(=O)[nH]c2=O)s1
→ 1% | -1% | 10% | -1% | -3% | 3% | -12% | 5% | -1%

Screening data from PubChem.
